Screening results (PubChem BioAssay)
NOD2-RIPK2 inh – blocks binding of human NOD2 to RIPK2; 0.38% of 360,000 active; CHO BLA complementation NOD2-RIPK2, CCF4 ratio; O43353; inhibition, % at 4.98 µM; in the data active = inhibition above about 21%;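 note: 0% = vehicle only and 100% = reference blocker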
MC4R barr agon – human MC4R agonism via beta-arrestin; activation, % at 8.9 µM; P32245; 0.98% of 360,000 active; U2OS MC4R beta-arrestin complementation, luminescence; percent of melanotan II response, DMSO zero; AID 540308;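 active = activation above a per-plate cutoff, the mean activation of sample wells on that plate plus 3 SD, cut at about 8% in these data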
HTR2A ag – agonists of mouse serotonin 5-HT2A receptor (HTR2A); CHO-K1 mHTR2A beta-arrestin complementation, luminescence; percent of 30 µM serotonin response; activation, % at 7.6 µM; 0.66% of 360,000 active;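 active = activation above a run cutoff, the mean activation of all tested compounds plus 3 SD, cut at about 14% in these data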;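 note: 0% = plate median of compound wells and 100% = 30 µM serotonin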
ABHD5 PLIN5 PPI – blocks binding of human ABHD5 to perilipin-5; 0.78% of 360,000 active; AID 602281; Split G. princeps luciferase complementation, luminescence, 4 h; inhibition, % at 4 µM; Q00G26+Q8WTS1;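 active = inhibition above the mean inhibition across every tested compound plus 3 SD, cut at about 22% in these data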;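 note: 0% = DMSO only wells and the 100% control is not disclosed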
Glyco luc inh – N-linked glycosylation inhibition. D54 ERlucT glycosylation luciferase reporter, 24 h; percent of 100 nM tunicamycin response. reporter increase, % at 12.5 µM. 0.23% of 360,000 active;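 active = mean luciferase reporter signal, scaled so untreated is 0 and the glycosylation-blocking control 100, at or above a set limit in every replicate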;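 note: luciferase carries N-glycosylation sites so blocking glycosylation raises the light; 0% = median of neutral control wells and 100% = median of 100 nM tunicamycin wells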
MC4R antagonist – human MC4R antagonism in cAMP assay; P32245; MC4R-expressing cells, MTII-stimulated cAMP, LANCE TR-FRET; inhibition, % at 6.5 µM; 0.48% of 360,000 active; AID 540295;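 active = inhibition above its plate's cutoff, the mean of tested wells on that plate plus 3 SD, cut at about 29% in these data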;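 note: 0% = Melanotan II alone and 100% = Melanotan II plus saturating MCL0020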
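system = U2OS cells with stable human MC4R expression | also added = Melanotan II challenge after compound preincubation | dosing = one concentration, 6.5 µM nominal | incubation = compound 30 min, challenge 1 h, detection 1 h | measured by = TR-FRET with Eu-cAMP and labeled anti-cAMP, 671 nm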
NCOA2 inhibitor – inhibits human steroid receptor coactivator 2; Q15596; HEK293 GAL4-SRC2 luciferase reporter, luminescence; inhibition, % at 9 µM; 0.17% of 370,000 active; AID 651957;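 active = inhibition above the mean inhibition of all tested compounds plus 3 SD, set per campaign, cut at about 52% in these data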;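 note: 0% = DMSO treated cells and 100% = cells given Gossypol at 36 µM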
Target sequence (Q15596 whole entry, looked up, the tested form may be a part): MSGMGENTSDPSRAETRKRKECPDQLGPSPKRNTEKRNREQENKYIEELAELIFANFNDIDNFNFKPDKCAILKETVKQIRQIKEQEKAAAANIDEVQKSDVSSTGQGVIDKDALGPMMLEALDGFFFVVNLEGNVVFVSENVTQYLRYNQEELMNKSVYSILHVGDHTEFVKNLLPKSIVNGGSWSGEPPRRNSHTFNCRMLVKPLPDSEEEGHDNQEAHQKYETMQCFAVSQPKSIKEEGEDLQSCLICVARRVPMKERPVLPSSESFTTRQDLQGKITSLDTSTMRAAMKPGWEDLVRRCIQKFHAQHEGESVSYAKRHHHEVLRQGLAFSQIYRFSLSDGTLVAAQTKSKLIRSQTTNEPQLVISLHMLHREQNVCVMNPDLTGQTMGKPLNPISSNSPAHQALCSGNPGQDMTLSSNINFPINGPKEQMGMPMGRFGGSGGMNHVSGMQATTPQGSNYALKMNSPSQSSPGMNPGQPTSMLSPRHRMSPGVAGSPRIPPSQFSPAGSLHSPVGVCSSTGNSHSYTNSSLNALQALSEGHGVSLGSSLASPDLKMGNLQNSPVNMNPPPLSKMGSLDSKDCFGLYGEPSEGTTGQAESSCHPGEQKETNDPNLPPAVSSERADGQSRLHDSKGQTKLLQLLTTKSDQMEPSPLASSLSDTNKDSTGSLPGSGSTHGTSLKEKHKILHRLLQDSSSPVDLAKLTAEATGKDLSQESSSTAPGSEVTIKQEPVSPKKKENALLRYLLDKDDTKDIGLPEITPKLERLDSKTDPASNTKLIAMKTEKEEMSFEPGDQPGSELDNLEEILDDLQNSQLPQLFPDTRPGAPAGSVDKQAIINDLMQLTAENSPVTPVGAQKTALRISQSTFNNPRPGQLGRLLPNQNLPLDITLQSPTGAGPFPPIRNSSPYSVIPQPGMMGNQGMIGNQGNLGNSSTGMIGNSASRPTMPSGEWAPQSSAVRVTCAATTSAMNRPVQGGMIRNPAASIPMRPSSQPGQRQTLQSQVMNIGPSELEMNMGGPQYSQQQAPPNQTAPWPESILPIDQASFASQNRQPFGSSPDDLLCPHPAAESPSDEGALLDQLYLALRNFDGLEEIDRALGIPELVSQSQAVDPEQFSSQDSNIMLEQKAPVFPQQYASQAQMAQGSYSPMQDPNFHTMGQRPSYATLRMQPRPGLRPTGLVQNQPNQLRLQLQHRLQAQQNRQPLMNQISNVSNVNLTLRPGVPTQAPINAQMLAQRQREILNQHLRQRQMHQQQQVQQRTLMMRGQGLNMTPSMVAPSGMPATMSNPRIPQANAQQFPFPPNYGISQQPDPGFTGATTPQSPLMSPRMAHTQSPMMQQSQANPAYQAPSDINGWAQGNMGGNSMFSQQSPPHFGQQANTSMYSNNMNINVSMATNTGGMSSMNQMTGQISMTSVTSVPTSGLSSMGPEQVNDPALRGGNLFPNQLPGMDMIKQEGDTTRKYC
TLR9-MyD88 block – TLR9-MyD88 interaction inhibition | Q9NR96+Q99836 | CHO BLA complementation TLR9-MyD88, CCF4 FRET ratio | inhibition, % at 4.98 µM | 0.21% of 340,000 active | AID 504734;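 active = inhibition above the mean over all tested compounds plus 3 SD, cut at about 21% in these data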;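 note: 0% = DMSO only wells and 100% = clavulanate BLA inhibitor control wells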
ABCB6 inh 2 – blocks the human ABCB6 transporter; 0.19% of 360,000 active; Q9NP58; K562-ABCB6 porphyrin accumulation, flow cytometry, 1 h; active compounds read low; AID 602162; fluorescence ratio to DMSO, % at 10 µM;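 active = fluorescence ratio to DMSO below 75%, the collection mean minus 3 SD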;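 note: signal is porphyrin accumulated inside mitochondria; 100% equals median channel fluorescence of DMSO control wells; lower ratio means ABCB6 inhibition with less porphyrin fluorescence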
Cardio protect – modulators protecting cardiomyocytes from myocardial damage | protection from H2O2 cell death, % at 20 µM | AID 588492 | H9c2 cardiomyocytes, H2O2 injury protection, ATPLite, 2 h | 0.63% of 360,000 active;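 active = compounds giving at least 50% protection of heart cells from peroxide-induced death in the single-dose screen, raw or plate-pattern-corrected value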;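 note: 0% = DMSO wells with peroxide and 100% = DMSO wells without peroxide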
Starred values were filed as active, the others as inactive; · = no result given.

SMILES	NOD2-RIPK2 inh	MC4R barr agon	HTR2A ag	ABHD5 PLIN5 PPI	Glyco luc inh	MC4R antagonist	NCOA2 inhibitor	TLR9-MyD88 block	ABCB6 inh 2	Cardio protect
COc1ccc(S(=O)(=O)NNC(=O)c2ccccc2-n2cccc2)cc1	-6	-2.3	-1	0	1	6	1	4	96	4
CN(c1ccc(Cl)cc1)c1cc2c(c3c1ccn3C)C1CCC2O1 (stereo not given)	-1	·	3	-7	-3	·	-45	·	104	-4
CN1C(=O)C(CC(=O)Nc2ccccc2)S/C1=N/c1nccs1 (stereo not given)	-14	-0.3	-1	8	1	8	-10	-3	101	1
CC(=O)Nc1ccccc1OCC(=O)NC(C)c1ccc(F)cc1 (stereo not given)	-4	-1.3	1	-5	4	7	7	-6	94	-3
COc1ccccc1C(=O)N1N=C(c2ccc(NS(C)(=O)=O)cc2)CC1c1cccs1 (stereo not given)	16	1.0	-2	0	-1	18	6	-4	102	2
COc1ccc(-c2noc(C(C)n3nc(C)c([N+](=O)[O-])c3C)n2)cc1OC (stereo not given)	-9	-1.2	-1	1	-1	0	0	-2	98	8
O=C1CN2C(=Nc3ccc(Br)cc3C2c2ccccc2)CCN1 (stereo not given)	3	-0.9	-3	3	1	3	19	3	96	38
O=[N+]([O-])c1ccc(F)cc1F	-7	0.8	1	7	4	6	5	1	97	-1
N#Cc1ccc(C23OCCN2CCn2c3c3ccccc3[n+]2[O-])cc1 (stereo not given)	2	-0.1	3	-22	0	2	-27	-3	102	4
Cc1ccc(N(C(=O)CNC(=O)c2ccco2)C(C(=O)NC2CCCCC2)c2cccnc2)cc1 (stereo not given)	4	-0.2	4	4	0	-3	-12	9	98	0
CC(C)C(NS(=O)(=O)c1ccc2c(c1)C(C)(C)C(=O)N2C)C(=O)NCc1ccc(F)cc1 (stereo not given)	-5	-0.6	2	-1	3	8	12	-3	104	0
O=C(Nc1cc(C(F)(F)F)ccc1-n1cncn1)C1CC1	0	-3.4	2	4	0	2	13	9	100	4
CCCCNC(=O)c1cc2ccccc2s1	-1	-0.1	-7	-4	0	9	-7	-4	97	-6
Nc1ccc2[nH]ncc2c1	-15	-0.3	0	0	3	9	23	-5	92	-26
CCCCN1C(=O)C(NC(=O)CC(C)C)(C(F)(F)F)C2=C1CC(C)(C)CC2=O (stereo not given)	2	0.5	4	0	1	7	-8	6	101	-10
Cc1cc(=O)[nH]c(N/N=C/c2cn(CCC#N)nc2-c2ccccc2)n1	5	-5.0	-3	0	3	-3	-6	-3	101	8
CCOC(=O)c1[nH]c2ccc(Br)cc2c1NC(=O)CNC	7	-0.9	-2	-2	-1	2	-7	4	98	3
Cc1ccccc1C(=O)NCC(=O)N1CCN(c2ccccn2)CC1	-3	1.2	3	-1	0	-1	-25	-23	98	1
CC(C)C(C(=O)OCC(=O)c1ccccc1)N1C(=O)C2C3C=CC(C3)C2C1=O (stereo not given)	-4	-0.5	-3	-10	-1	4	-25	-7	102	14
C/C(=N/Nc1cc(-c2ccccc2)nc(-c2ccccc2)n1)c1ccc(O)cc1	-13	5.8	1	-1	0	16	10	3	97	-11
Cc1cccc(N(C(=O)c2sc(C)nc2C)C(C(=O)NCc2ccco2)c2ccccc2)c1 (stereo not given)	-9	-1.9	-3	-1	-1	0	13	5	100	-2
CC(C)CN(CC(C)C)C(=O)Cc1coc2ccc3ccccc3c12	4	0.6	-4	-4	-4	8	2	-4	84	-13
Cc1c(NS(=O)(=O)c2ccccc2)c(=O)n(-c2ccccc2)n1C	-3	0.0	0	-1	3	1	9	5	98	-3
O=C(CN1CCCCC1)N=Nc1c(O)[nH]c2ccccc12	6	-0.7	2	7	1	-8	-3	10	102	2

Record cards (already shown). Values in the order: NOD2-RIPK2 inh | MC4R barr agon | HTR2A ag | ABHD5 PLIN5 PPI | Glyco luc inh | MC4R antagonist | NCOA2 inhibitor | TLR9-MyD88 block | ABCB6 inh 2 | Cardio protect
Entry for Nc1ccc2[nH]ncc2c1 = -15 | -0.3 | 0 | 0 | 3 | 9 | 23 | -5 | 92 | -26
Entry for Cc1c(NS(=O)(=O)c2ccccc2)c(=O)n(-c2ccccc2)n1C = -3 | 0.0 | 0 | -1 | 3 | 1 | 9 | 5 | 98 | -3
Entry for CCCCNC(=O)c1cc2ccccc2s1 = -1 | -0.1 | -7 | -4 | 0 | 9 | -7 | -4 | 97 | -6
Entry for O=C(CN1CCCCC1)N=Nc1c(O)[nH]c2ccccc12 = 6 | -0.7 | 2 | 7 | 1 | -8 | -3 | 10 | 102 | 2
Entry for Cc1ccccc1C(=O)NCC(=O)N1CCN(c2ccccn2)CC1 = -3 | 1.2 | 3 | -1 | 0 | -1 | -25 | -23 | 98 | 1

Other structures:
SMILES	NOD2-RIPK2 inh	MC4R barr agon	HTR2A ag	ABHD5 PLIN5 PPI	Glyco luc inh	MC4R antagonist	NCOA2 inhibitor	TLR9-MyD88 block	ABCB6 inh 2	Cardio protect
COc1cc(CC(=O)Nc2nccs2)cc(OC)c1OC	6	0.0	1	-9	-6	11	-2	3	104	2
CCCCCc1nc2c(C#N)c(-c3ccc(Cl)cc3)ccn2n1	-5	1.4	-2	5	-1	-5	12	2	83	-9
O=C(NCCCC1CCCC1)C1CCC(=O)N(Cc2ccc(Cl)cc2)C1 (stereo not given)	-1	2.5	-2	-3	-2	2	0	-4	101	-6
O=C(Nc1nnc(Cc2ccccc2F)s1)Nc1ccccc1F	0	3.6	-1	-4	-2	1	-45	9	103	1
CCc1c(C)nc(SCC(=O)c2ccc(C)c(C)c2)[nH]c1=O	10	-0.7	9	-14	1	7	-11	-6	87	-4
Cn1ccnc1SCCNC(=O)CCc1nnc(CCc2ccccc2)o1	-3	0.2	1	2	1	6	7	4	93	3
CN1CCc2c(sc(NC(=O)C3CCCCC3)c2C(N)=O)C1	3	-0.7	-6	6	0	5	7	7	93	10
COc1ccc(N(C)C(=O)C2CCN(S(=O)(=O)c3cccc4nonc34)CC2)cc1	-7	-1.5	-2	0	-4	-3	-20	14	91	-3
CC[C@]12c3[nH]c4cc(CCC(=O)N(C)C)ccc4c3CCN1C(=O)[C@@H](CC(=O)NCCC1=CCCCC1)C[C@@H]2C(=O)N1CCN(C(=O)c2ccco2)CC1	2	0.5	-4	-8	5	3	-28	-5	90	4
CCOCCn1c(SCCCc2ccccc2)nc2c1c(=O)[nH]c(=O)n2C	-4	3.8	0	1	6	-2	6	-10	95	0
COc1ccc(CN2CCc3ccc(NC(=O)CCc4ccccc4OC)cc3C2)c(O)c1	-10	0.1	-8	6	-4	16	23	-7	91	3
CC(C)[C@H](NC(=O)OCc1ccccc1)C(=O)NCc1ccccc1	2	-0.6	-3	-8	0	-2	18	-1	94	5

A second format for two compounds above.
Structure | NOD2-RIPK2 inh | MC4R barr agon | HTR2A ag | ABHD5 PLIN5 PPI | Glyco luc inh | MC4R antagonist | NCOA2 inhibitor | TLR9-MyD88 block | ABCB6 inh 2 | Cardio protect
O=C(NCCCC1CCCC1)C1CCC(=O)N(Cc2ccc(Cl)cc2)C1 (stereo not given) | -1 | 2.5 | -2 | -3 | -2 | 2 | 0 | -4 | 101 | -6
O=C(Nc1nnc(Cc2ccccc2F)s1)Nc1ccccc1F | 0 | 3.6 | -1 | -4 | -2 | 1 | -45 | 9 | 103 | 1

Molecules shown so far with a Cl atom, in the order listed:
SMILES	NOD2-RIPK2 inh	MC4R barr agon	HTR2A ag	ABHD5 PLIN5 PPI	Glyco luc inh	MC4R antagonist	NCOA2 inhibitor	TLR9-MyD88 block	ABCB6 inh 2	Cardio protect
CN(c1ccc(Cl)cc1)c1cc2c(c3c1ccn3C)C1CCC2O1 (stereo not given)	-1	·	3	-7	-3	·	-45	·	104	-4
CCCCCc1nc2c(C#N)c(-c3ccc(Cl)cc3)ccn2n1	-5	1.4	-2	5	-1	-5	12	2	83	-9
O=C(NCCCC1CCCC1)C1CCC(=O)N(Cc2ccc(Cl)cc2)C1 (stereo not given)	-1	2.5	-2	-3	-2	2	0	-4	101	-6

Continued.
SMILES	NOD2-RIPK2 inh	MC4R barr agon	HTR2A ag	ABHD5 PLIN5 PPI	Glyco luc inh	MC4R antagonist	NCOA2 inhibitor	TLR9-MyD88 block	ABCB6 inh 2	Cardio protect
CCC(C)NC(=O)CSc1nc2ccsc2c(=O)n1-c1ccc(OC)cc1 (stereo not given)	-3	-0.3	0	-2	1	0	3	3	102	-3
C/C(=N\NC(=O)c1ccccc1F)c1cccc(NC(=O)c2ccc(C)cc2)c1	-6	-2.2	-3	-6	-3	15	-72	-11	96	-11
O=c1oc(CCCO)cc2ccc(/C=C/c3cccc([N+](=O)[O-])c3)cc12	-2	-0.9	1	3	-6	0	-40	-10	78	-7
O=C(Nc1ccc(Cl)cc1)C1CC2CCCC(C1)C2=O (stereo not given)	3	-1.8	4	4	-1	-1	5	1	90	3
CC(NC(=O)C1CC1)C(c1cccs1)N1CCOCC1 (stereo not given)	0	1.7	7	-6	0	0	-23	7	98	-6
O=C1COCC(=O)N1CCc1c[nH]c2ccccc12	4	-0.1	-2	-3	2	5	12	2	95	4
O=C(Cc1cccs1)Nc1ccc(NC(=O)c2ccco2)cc1	-2	-1.1	3	9	0	3	10	-2	94	-4
CCCCN(C(=O)c1cc2c(s1)CCC2)c1c(N)n(CCC)c(=O)[nH]c1=O	-1	-1.2	5	-1	1	6	-1	10	101	-2
O=[N+]([O-])/C=C1/CCCCCN1	-7	0.8	-1	-8	1	13	1	-8	101	1
Cn1c(O)c(N=NC(=O)C2COc3ccccc3O2)c2ccccc21 (stereo not given)	6	-1.4	1	2	-1	-6	14	-1	101	13
O=C1c2ccccc2-c2nc3ncnn3c(-c3ccccc3Cl)c21	-3	-0.1	0	5	1	-68	-9	2	102	6
COc1ccc(/C=N\NC(=O)c2ccccc2[N+](=O)[O-])cc1COc1c(F)c(F)c(F)c(F)c1F	-18	-2.8	3	-2	1	6	-9	2	91	-8
OC1(c2cccc(C(F)(F)F)c2)CCN(c2ccc(-c3ccccc3)nn2)CC1	-24	9.2*	-4	-9	2	14	-15	2	102	-8
Nc1ccc(C(CC(=O)O)n2cccc2)cc1 (stereo not given)	-4	-1.5	1	2	1	5	14	-8	102	12
C=CCn1c(SCC(=O)NNC(=O)Nc2ccc(C)cc2)nnc1-c1ccccc1	-4	-1.0	0	-11	0	5	-3	6	95	-2
Cc1cc(F)ccc1S(=O)(=O)Nc1ccc(C(=O)N2CCCCC2)cc1	2	-0.4	0	-2	1	-4	-5	-10	92	4
Cc1ccc2oc(-c3ccco3)cc(=O)c2c1	-3	-1.5	6	2	-1	-3	-29	0	99	-19
CC(=O)c1cccc(NC(=O)COC(=O)COc2ccc(Cl)cc2)c1	-5	-2.5	-1	0	0	16	0	-19	103	2
CCN1CCOC(CC(=O)Nc2cccc([N+](=O)[O-])c2)C1=O (stereo not given)	-3	0.4	1	-1	0	1	-27	·	98	-2
Oc1ccc(-c2cn3ccccc3n2)cc1O	3	-0.3	2	6	-8	-8	-71	5	98	28

Only part of the results is shown; rates above refer to the full screens.
